RXFP1 ag: activates the human relaxin receptor RXFP1; Q9HBX9; HEK293T-RXFP1 cAMP TR-FRET, 30 min; response scale: percent of porcine relaxin response, buffer zero; Potency, µM (top dose mostly 57.5 µM), without a hit: top-dose activation, actives largely listed as activators; 0.3% of 370,000 active; further: potency means the concentration at half of the fitted maximal effect; on the % scale 0 is the no-effect control and ±100 the full control effect; nearly all actives have a fitted effect of over 60% in size; many of its hits are not listed in these tables
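HEK293T cells stably expressing RXFP1 were pretreated with the PDE4 inhibitor Ro 20174, exposed to compounds for 30 min at 37C, lysed, and cAMP was read by TR-FRET. Data normalized to buffer (basal) and 29 nM porcine relaxin (100%).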
D2 PAM: D2 dopamine receptor (human) potentiation. P14416. HEK293 T-REx D2, calcium flux, EC20 dopamine potentiation. potentiation, % at 10 µM. 0.34% of 340,000 active. AID 485347;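 active means potentiation over 3 SD above the plate norm, cut at about 30% in these data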; further: 0% is about no effect
Target sequence (P14416 whole entry, looked up): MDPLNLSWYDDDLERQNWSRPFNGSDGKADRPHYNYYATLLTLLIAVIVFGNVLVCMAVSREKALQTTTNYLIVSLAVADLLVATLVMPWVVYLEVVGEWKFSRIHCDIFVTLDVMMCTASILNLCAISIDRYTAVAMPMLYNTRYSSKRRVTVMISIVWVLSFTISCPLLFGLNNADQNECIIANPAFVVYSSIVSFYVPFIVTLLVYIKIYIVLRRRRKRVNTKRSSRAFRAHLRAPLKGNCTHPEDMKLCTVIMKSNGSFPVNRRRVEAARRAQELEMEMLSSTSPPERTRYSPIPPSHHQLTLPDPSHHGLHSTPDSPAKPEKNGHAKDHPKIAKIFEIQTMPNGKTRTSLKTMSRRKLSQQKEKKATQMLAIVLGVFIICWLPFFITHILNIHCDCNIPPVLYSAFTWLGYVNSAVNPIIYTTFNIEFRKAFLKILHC
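Primary screen. Calcium kinetics in induced HEK293 T-REx D2 cells: compound pre-addition 180 s, EC20 dopamine, 180 s more.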
D1 agonist: agonists of human D1 dopamine receptor; P21728; activation, % at 2 µM; HEK293 T-REx D1 cells, calcium flux, agonist mode; 1% of 360,000 active; AID 504660; in the data active means activation above about 30%; further: 0% is about no effect
Target sequence (P21728 whole entry, looked up): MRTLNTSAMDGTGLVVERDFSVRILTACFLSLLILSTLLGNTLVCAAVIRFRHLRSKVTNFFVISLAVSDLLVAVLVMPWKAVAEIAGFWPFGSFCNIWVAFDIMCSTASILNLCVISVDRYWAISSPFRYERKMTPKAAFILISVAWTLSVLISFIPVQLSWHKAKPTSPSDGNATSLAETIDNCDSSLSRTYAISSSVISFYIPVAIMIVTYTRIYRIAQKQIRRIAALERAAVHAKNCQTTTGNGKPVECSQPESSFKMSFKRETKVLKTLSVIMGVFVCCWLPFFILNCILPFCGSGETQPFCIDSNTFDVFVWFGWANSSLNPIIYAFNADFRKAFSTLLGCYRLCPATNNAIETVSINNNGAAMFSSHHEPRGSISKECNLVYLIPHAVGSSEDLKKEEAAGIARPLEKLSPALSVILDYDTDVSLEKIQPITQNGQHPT
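Inducible HEK293 T-REx D1 cells, force-coupled to calcium signalling, were plated at 4000 cells/well with tetracycline and held overnight at 30 C. After no-wash calcium dye loading, compound-evoked calcium rise over 180 s flagged agonists.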
D1 antag: antagonists of human D1 dopamine receptor; 3.2% of 360,000 active; AID 504652; P21728; activity change, negative = inhibition, % at 10 µM; HEK293 TREx D1 cells, calcium flux, dopamine EC80; stronger effect = lower value; in the data active means activity change below about -30%; further: on the % scale 0 is the no-effect control and ±100 the full control effect
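Compound effects on dopamine-evoked calcium signalling were measured in tetracycline-induced HEK293 Trex D1 cells. Dopamine at EC80 followed a 180 s compound pre-read, and fluorescence was tracked kinetically for 180 s more.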
Anesthetic bind: candidate novel general anesthetic via apoferritin binding. apoferritin/1-aminoanthracene competitive binding, fluorescence. Potency, µM (titrated, usually from 77.5 µM), inactives show at the top dose activity change, negative = displacement, usual class: inhibitors. 0.074% of 350,000 active. AID 485281; further: potency means the concentration at half of the fitted maximal effect; on the % scale 0 is the no-effect control and ±100 the full control effect; nearly all actives have a fitted effect of over 20% in size
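Concentration-response curves derived by four-parameter Hill fitting of normalized fluorescence, where compounds displaced 1-AMA from 10 uM horse apoferritin following a brief 10 min room-temperature incubation; propofol titration acted as positive control.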
D1 PAM: potentiators of human D1 dopamine receptor. P21728. HEK293 TREx D1 cells, calcium flux, dopamine EC20 potentiation. potentiation, % at 10 µM. 0.036% of 360,000 active. AID 504651; in the data active means potentiation above about 30%; further: 0% is about no effect
RXFP1 antag: RXFP1 (human) relaxin receptor antagonism. HEK293-RXFP1, relaxin-stimulated cAMP HTRF, 30 min; stronger effect = lower value. 0.59% of 350,000 active. Q9HBX9. activity change, negative = inhibition, % at 57.5 µM;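 active means activity change of -60% or lower, but not beyond a set lower limit; inconclusive means change between -60% and -40%, or beyond the set limit; inactive means change above -40%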; further: on the % scale 0 is the no-effect control and ±100 the full control effect
TRHR enhancer: allosteric enhancers of human TRH receptor. P34981. TRHR cells, fluo-8 calcium fluorescence, EC20 TRH enhancement. enhancement, % at 2 µM. 0.66% of 360,000 active. AID 493056; in the data active means enhancement above about 30%; further: 0% is about no effect
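Enhancer read-out: after compound pinning and an initial kinetic agonist-mode read, an EC20 of TRH (10 nM final) was injected and fluo-8 calcium signal (Ex 480/Em 530) followed at 1 s/cycle for 100 cycles in TRHR-expressing cells.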
TRHR agonist: activates the human TRH receptor. P34981. TRHR cells, calcium flux fluo-8, FDSS agonist mode. activation, % at 2 µM. 0.18% of 360,000 active. AID 493084; in the data active means activation above about 30%; further: 0% is about no effect
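Fluo-8-loaded TRHR cells; 10 s baseline, compound added, kinetic Ca2+ fluorescence read 1/s, agonist mode.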
Numbers without * were called inactive; ? = inconclusive; nt = not tested or not shown; [ ] = remark or other dose. Unless noted, the call rests on the fitted dose curve; in most records, active means well fitted curve in the direction sought with a large enough effect; inconclusive means small, poorly fitted or top-dose-only effect, or another doubt; inactive means no such curve, though single readings can be large; an effect the other way counts as inactive or inconclusive. This is a subset; count on the stated rates, not on these rows.

| item | mol | RXFP1 ag | Anesthetic bind | D1 PAM | TRHR agonist | D1 antag | D1 agonist | RXFP1 antag | TRHR enhancer | D2 PAM |
| --- | --- | --- | --- | --- | --- | --- | --- | --- | --- | --- |
| 1 | COc1ccc(OC)c(CNc2c(C=O)c(=O)[nH]c3ccccc23)c1 | 2.2% | -7% | 3 | 0.2 | -16 | 2 | -7 | -8 | 9 |
| 2 | NC1=NC(=O)C(Cc2cccc(Cl)c2Cl)S1 (configuration not stated) | -0.1% | 3% | 6 | -0.4 | -7 | 2 | -11 | 3 | 9 |
| 3 | CC1CCN(CCCN2C(=O)C3C(C(=O)Nc4ccc(Cl)cc4)C4C=CC3(O4)C2C(=O)NC2CCCCC2)CC1 (configuration not stated) | -1.3% | -7% | -2 | -0.1 | 17 | 0 | -20 | 5 | -3 |
| 4 | Cc1cccc(-n2ncc3c(N4CCC(C)CC4)ncnc32)c1 | 0.6% | -3% | nt | 0.3 | 13 | 3 | nt | 3 | nt |
| 5 | Cc1oc(-c2ccccc2Cl)nc1CS(=O)CC(=O)NCCCN1CC(C)CC(C)C1 (configuration not stated) | 2.3% | -9% | 6 | -0.2 | 15 | 0 | 9 | -7 | -10 |
| 6 | Cc1cc(C)c2c(CN3CCCCC3C)cc(=O)oc2c1 (configuration not stated) | 0.2% | -19% | -6 | -0.5 | -6 | 1 | -6 | 1 | 13 |
| 7 | O=C(NCc1ccc2c(c1)OCO2)c1ccc(S(=O)(=O)C(F)F)cc1 | 1.2% | -18% | -10 | 0.2 | -14 | 0 | 8 | 1 | -13 |
| 8 | CC(C)N(C(=O)C[n+]1ccsc1N)c1ccccc1 | -0.8% | -2% | -3 | 0.7 | 0 | 2 | -6 | 4 | 22 |
| 9 | CCOC(=O)c1c(-c2ccc(C)cc2)csc1NC(=O)c1cc(=O)c2cc(C)c(C)cc2o1 | 1.2% | 1% | 2 | -0.7 | -25 | 2 | -5 | 15 | nt |
| 10 | O=C(CNC(=O)/C(=C/c1ccccc1)NC(=O)c1ccc(Br)cc1)OCc1ccccc1 | -0.5% | -12% | -6 | 0.9 | -4 | 9 | -9 | 4 | -5 |
| 11 | COc1cc(SC)ccc1C(=O)NC(C)C | 0.1% | ? | 2 | -1.3 | 2 | 3 | -7 | 4 | -6 |
| 12 | O=C(CSc1ccccc1)Nc1ccc(C(=O)Nc2cccc(O)c2)cc1 | 0.6% | -16% | -5 | 0.3 | -29 | 1 | -4 | 7 | 21 |
| 13 | Cc1ccc(CN2CCN(C3CCN(C(=O)c4ccccc4)CC3)C(=O)C2=O)cc1 | 0.7% | 6% | 0 | 0.2 | 10 | 3 | -13 | -1 | 2 |
| 14 | Cc1oncc1-c1csc(-c2ccccc2Cl)n1 | 6.6% | -17% | -2 | 0.7 | 1 | 3 | 0 | -4 | 8 |
| 15 | COc1ccccc1-c1nn2c(=O)cc(CN3CCN(C(=O)Nc4ccc(C)cc4Cl)CC3)nc2s1 | 7.6% | -3% | 2 | -0.4 | -2 | 3 | nt | 8 | 8 |
| 16 | CCOC(=O)Cn1nnnc1C(CC)N(Cc1cc2c(C)cc(C)cc2[nH]c1=O)C1CCCC1 (configuration not stated) | 1.8% | -6% | 11 | -0.1 | -12 | 2 | nt | 4 | -5 |

Pulled by compound from the entries so far, 5 records:
| item | mol | RXFP1 ag | Anesthetic bind | D1 PAM | TRHR agonist | D1 antag | D1 agonist | RXFP1 antag | TRHR enhancer | D2 PAM |
| --- | --- | --- | --- | --- | --- | --- | --- | --- | --- | --- |
| 13 | Cc1ccc(CN2CCN(C3CCN(C(=O)c4ccccc4)CC3)C(=O)C2=O)cc1 | 0.7% | 6% | 0 | 0.2 | 10 | 3 | -13 | -1 | 2 |
| 12 | O=C(CSc1ccccc1)Nc1ccc(C(=O)Nc2cccc(O)c2)cc1 | 0.6% | -16% | -5 | 0.3 | -29 | 1 | -4 | 7 | 21 |
| 6 | Cc1cc(C)c2c(CN3CCCCC3C)cc(=O)oc2c1 (configuration not stated) | 0.2% | -19% | -6 | -0.5 | -6 | 1 | -6 | 1 | 13 |
| 8 | CC(C)N(C(=O)C[n+]1ccsc1N)c1ccccc1 | -0.8% | -2% | -3 | 0.7 | 0 | 2 | -6 | 4 | 22 |
| 1 | COc1ccc(OC)c(CNc2c(C=O)c(=O)[nH]c3ccccc23)c1 | 2.2% | -7% | 3 | 0.2 | -16 | 2 | -7 | -8 | 9 |

Following part:
| item | mol | RXFP1 ag | Anesthetic bind | D1 PAM | TRHR agonist | D1 antag | D1 agonist | RXFP1 antag | TRHR enhancer | D2 PAM |
| --- | --- | --- | --- | --- | --- | --- | --- | --- | --- | --- |
| 17 | COc1ccc(OC)c(NC(=O)c2c(NCc3cccs3)sc3c2CCCC3)c1 | 1.4% | -7% | 1 | 1.3 | 15 | 4 | -18 | 24 | -3 |
| 18 | CN(CC(=O)Nc1ccc(F)c(F)c1F)C(=O)Cn1cnc2c1c(=O)n(C)c(=O)n2C | 9.5% | nt | -7 | 0.3 | 4 | 5 | -2 | -4 | -18 |
| 19 | CC(C)C(=O)Nc1nnc(SCC(=O)N2C(C)CCCC2C)s1 (configuration not stated) | 0.7% | 8% | -6 | 0.1 | 4 | 1 | 10 | -8 | -7 |
| 20 | CC(NC(=O)Nn1cnnc1)(C(F)(F)F)C(F)(F)F | -0.4% | -8% | 8 | -0.7 | 2 | -1 | 9 | 5 | 22 |
| 21 | CCOc1ccc(C2c3c(oc4ccc(C)cc4c3=O)C(=O)N2CCCN(C)C)cc1 (configuration not stated) | 1.1% | 7% | -8 | 0.4 | -23 | 3 | -11 | 6 | 15 |
| 22 | O=C1ON=C(c2ccccc2)/C1=C/c1ccc(-c2ccccc2[N+](=O)[O-])o1 | -2.5% | -7% | -2 | 0.1 | -11 | 0 | ? | 19 | -9 |
| 23 | COc1ccc(C2C(=O)N(C3CCCCC3)CC(=O)N2CCc2ccc(C)cc2)cc1OC (configuration not stated) | 2.6% | -12% | -1 | -1.0 | 21 | -3 | 0 | -7 | 11 |
| 24 | Cc1ccc(C(OCC(C)(C)C[N+](C)(C)C)c2ccccc2)cc1 (configuration not stated) | -0.9% | -12% | -1 | -0.3 | 3 | 2 | 9 | -3 | nt |
| 25 | COc1cc(OC)c2c(O)c3c(c(-c4c5c(c(O)c6c(OC)cc(OC)cc46)CO[C@@H](C)[C@H]5O)c2c1)[C@H](O)[C@H](C)OC3 | 0.8% | ? | -2 | 5.1 | 14 | 12 | -9 | 0 | 1 |
| 26 | COc1cc2c(cc1OC)CN(C(=O)NS(=O)(=O)c1ccc(C)cc1)CC2 | 1.4% | -1% | -3 | -0.2 | -11 | 2 | 5 | 12 | -4 |
| 27 | O=C(CSc1nc(-c2ccccc2)[nH]c1-c1ccc(F)cc1)NC1CCCC1 | 0.5% | -21% | -2 | 7.5 | 0 | 3 | -26 | -3 | -14 |
| 28 | O[C@@H]1C2CCCC1[C@]1(O)CCCCC1C2 (some centres not stated) | 2.1% | ? | -3 | 0.1 | -16 | 3 | 6 | -2 | 1 |
| 29 | CCc1ccc(NC(=O)Nc2cnccn2)cc1 | 1.9% | -12% | 0 | -0.9 | 26 | -1 | 7 | -3 | -1 |
| 30 | O=C(O)CCCCCNC(=O)c1ccc(C(=O)NCCCCCC(=O)O)cc1 | 0.9% | -2% | -1 | -0.4 | 10 | 4 | 8 | 8 | 11 |
| 31 | N#Cc1cc2c([nH]c1=S)CCCC2 | 4.7% | -10% | -4 | 0.2 | -3 | 3 | 18 | -8 | 12 |
| 32 | CCC(=O)N1CCc2cc(Br)cc(S(=O)(=O)N3CCCC(C(=O)Nc4cccc(F)c4)C3)c21 (configuration not stated) | 0.2% | -2% | 2 | -0.6 | -3 | 0 | nt | 4 | -7 |
| 33 | O=C(Nc1nnc(SCc2ccc(Cl)cc2)s1)C1CCCO1 (configuration not stated) | -2.9% | ? | -7 | -0.3 | -19 | 9 | 0 | 3 | 11 |
| 34 | Cn1/c(=N/NC(=O)c2ccccc2F)sc2ccccc21 | -2.7% | -14% | -7 | 0.2 | -19 | 2 | 11 | -1 | -1 |
| 35 | COc1cccc(NC(=O)C2C3CC4OC(=O)C2C4C3)c1 (configuration not stated) | 5.3% | ? | -3 | -0.5 | 8 | 0 | 3 | 3 | 1 |
| 36 | O=C(NCCc1csc2nc(-c3ccc(F)cc3)nn12)c1ccco1 | 4.4% | 52%[activator] | -1 | -0.4 | 5 | 2 | 0 | -11 | -8 |
| 37 | CCC(C)Nc1ncnc2c1cnn2Cc1ccc(Cl)cc1 (configuration not stated) | 0.5% | ? | -6 | -0.6 | -7 | 3 | nt | 8 | 3 |
| 38 | CCc1nnc(NC(=O)/C=C/c2cccs2)s1 | 0.9% | -8% | -6 | -0.3 | nt | -1 | -3 | -2 | nt |
| 39 | Clc1ccc(CSc2nnnn2-c2ccc3c(c2)OCO3)c(Cl)c1 | -1.3% | 64%[activator] | -5 | 1.4 | 1 | 20 | -16 | -1 | -3 |
| 40 | O=C(N/N=C/c1ccncc1)c1cccc(N/N=C/c2ccncc2)c1 | -0.8% | -16% | -1 | 0.5 | 3 | -3 | -23 | 2 | 13 |
| 41 | Cc1ccc2nc(CN3CCN(S(=O)(=O)c4ccc(C(C)C)cc4)CC3)oc2c1 | -1.1% | 53%[activator] | 0 | 0.3 | -27 | 2 | -21 | -1 | -2 |
| 42 | CCN(CC)S(=O)(=O)c1ccc(C)c(NC(=O)/C=C/c2cccs2)c1 | 1.6% | -2% | -2 | -0.4 | -5 | 1 | -2 | -14 | -9 |
| 43 | COc1ccc2c(c1)CCc1c(C(=O)N3CCOCC3)noc1-2 | -0.5% | -4% | -4 | 0.7 | -19 | 2 | -12 | 14 | -6 |
| 44 | O=[N+]([O-])c1ccc(NC(=S)NCCc2ccc(F)cc2)cc1 | 0.1% | -12% | -13 | 1.4 | -26 | 17 | -5 | -11 | 4 |
| 45 | CCOc1cc(/C=N\NC(N)=O)cc(Br)c1OC(C)C | 1.1% | -7% | 3 | -0.6 | 2 | 1 | 4 | 8 | -2 |

From PubChem BioAssay
